# AmpC det inh: Promiscuous and Specific Inhibitors of AmpC Beta-Lactamase (assay with detergent) | P00811 | purified AmpC, nitrocefin hydrolysis with detergent | Potency, µM (titrated, usually from 28.7 µM), inactives show at the top dose activity change, negative = inhibition | hit rate 0.09% among 71,000; active means well fitted curve in the direction sought with a large enough effect
# Target sequence (P00811 whole entry, looked up): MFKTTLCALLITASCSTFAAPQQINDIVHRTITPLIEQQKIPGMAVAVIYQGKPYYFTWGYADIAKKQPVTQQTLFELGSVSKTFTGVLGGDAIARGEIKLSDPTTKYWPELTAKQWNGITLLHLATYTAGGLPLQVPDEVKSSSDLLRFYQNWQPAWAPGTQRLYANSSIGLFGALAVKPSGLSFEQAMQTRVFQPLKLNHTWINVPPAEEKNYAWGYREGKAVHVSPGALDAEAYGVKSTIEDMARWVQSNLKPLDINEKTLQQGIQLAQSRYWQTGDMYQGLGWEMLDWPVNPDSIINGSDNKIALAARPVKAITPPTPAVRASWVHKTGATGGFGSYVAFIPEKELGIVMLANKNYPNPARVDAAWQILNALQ
#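 E. coli AmpC (5.3 nM) in 20 mM phosphate pH 7.0 with 0.01% Triton X-100, preincubated 15 min RT with compound; nitrocefin (2 uL of 800 uM stock) hydrolysis followed by 480 nm absorbance every 20 s over 4 min.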
# Numbers without * were called inactive; & = joins results of further samples; [ ] = another dose, or the depositor's remark. On the % scale 0 is the no-effect control and ±100 the full control effect; potency means the concentration at half of the fitted maximal effect. A portion of the library; rates above refer to the full screens.
compound	AmpC det inh
CCC(C)NC(=O)C1CCN(C(=O)N(C)C)CC1 (stereo unspecified)	0.0%
Nc1nonc1-c1noc(COc2ccccc2Cl)n1	-3.1%
O=C(O)c1ccccc1C(=O)c1cccs1	1.3%
Cc1c(NS(=O)(=O)CC23CCC(CC2=O)C3(C)C)c(=O)n(-c2ccccc2)n1C (stereo unspecified)	3.8%
O=C1CC(Nc2ccc(N3CCOCC3)cc2)C(=O)N1C1CCCCC1 (stereo unspecified)	-6.0%
CCn1c(SCC(=O)N2CCC(C(N)=O)(N3CCCCC3)CC2)nnc1-c1ccccc1	1.4%
CSc1nnc([C@@H](N)Cc2ccccc2)o1	0.2%
Cc1ccc2[nH]c(-c3cccc(N)c3)cc2c1	-0.8%
O=C(O)[C@H]([C@H]1NCCS1)N1C(=O)c2ccccc2C1=O	-3.9%[5.75 µM]
O=C(CCCOc1ccc(Cl)cc1Cl)N1CCC2(CC1)OCCO2	-3.1%
COc1cc(OC)c(C2C(C(=O)O)c3ccccc3C(=O)N2C)cc1OC (stereo unspecified)	-3.2%
COc1ccc2c3c([nH]c2c1)[C@@H]1C[C@@H]2[C@@H](C[C@H](O)[C@H](OC)[C@H]2C(=O)O)CN1CC3	0.3%[12.8 µM]
CCOC(=O)N1CCN(S(=O)(=O)c2ccc(C)cc2)C1c1ccc(OC)cc1 (stereo unspecified)	5.8%
COc1ccc(N2CCC(CNC(=O)Nc3ccc(C)c(C)c3)C2)cc1 (stereo unspecified)	3.9%
CN1CCN(c2nc(NCCOC34CC5CC(CC(C5)C3)C4)nc(OCC(F)(F)F)n2)CC1	0.4%
COc1ccc(Cn2c(C3CC3)nc3ccc(NC(=O)C4CC4)cc3c2=O)cc1	-1.6%
Cc1ccccc1N(C(=O)CCC(=O)Nc1ccccn1)C(C(=O)NC(C)C)c1ccc(O)cc1 (stereo unspecified)	-0.1%
CCOc1ccc(-n2c(=O)[nH]cc(C(=O)N3CCCc4ccccc43)c2=O)cc1	-1.3%
CCCCC(=O)Nc1ccc(NC(=O)c2cc(OC)c(OC)c(OC)c2)cn1	-2.4%
c1ccc(-n2nnnc2SCc2cccc3nsnc23)cc1	0.0%

# Part of the list above in order of count of non-hydrogen atoms, lowest first.
compound	AmpC det inh
CSc1nnc([C@@H](N)Cc2ccccc2)o1	0.2%
Cc1ccc2[nH]c(-c3cccc(N)c3)cc2c1	-0.8%
CCC(C)NC(=O)C1CCN(C(=O)N(C)C)CC1 (stereo unspecified)	0.0%
O=C(O)[C@H]([C@H]1NCCS1)N1C(=O)c2ccccc2C1=O	-3.9%[5.75 µM]
O=C1CC(Nc2ccc(N3CCOCC3)cc2)C(=O)N1C1CCCCC1 (stereo unspecified)	-6.0%
Cc1c(NS(=O)(=O)CC23CCC(CC2=O)C3(C)C)c(=O)n(-c2ccccc2)n1C (stereo unspecified)	3.8%
CCn1c(SCC(=O)N2CCC(C(N)=O)(N3CCCCC3)CC2)nnc1-c1ccccc1	1.4%

# Continuation.
compound	AmpC det inh
CCCCC(=O)Nc1cccc(NC(=O)c2ccc3c(c2)OCO3)c1	-3.0%
CCn1c(=O)c2[nH]c(-c3ccccc3)nc2n(CC)c1=O	2.1%
O=C(CCCN1C(=O)c2ccccc2C1=O)NC1=NCCS1	0.9%
Cc1ccc(-n2cnc3c(sc4nccc(N(C)C)c43)c2=O)cc1	11.8%
Cc1ccc(C(=O)N2CCOCC2)cc1S(=O)(=O)Nc1cccc(C)c1C	-6.2%
Cc1c(C(=O)NCc2cccnc2)sc2ncn(CC(=O)N3CCCCC3C)c(=O)c12 (stereo unspecified)	-1.0%
Cc1ccc(CN2CCN(CC(=O)N3CCc4ccccc4C3)C2=O)cc1	-2.5%
C(=N\n1cnnc1)/c1ccc2c(c1)OCO2	7.6%
CCNc1ncc2nc(-c3ccc(Cl)cc3)c(=O)n(Cc3cccc(OC)c3)c2n1	-3.5%
O=C(c1nn2c(C(F)(F)F)cc(-c3ccc(F)cc3)nc2c1Cl)N1CCOCC1	-1.6%

# Taken from above:
# COc1ccc(Cn2c(C3CC3)nc3ccc(NC(=O)C4CC4)cc3c2=O)cc1 in AmpC det inh shows -1.6%
# CN1CCN(c2nc(NCCOC34CC5CC(CC(C5)C3)C4)nc(OCC(F)(F)F)n2)CC1 in AmpC det inh shows 0.4%

# The listing continues.
compound	AmpC det inh
Cc1nc2c(-c3ccccc3)c(C)[nH]n2c(=O)c1Cl	-4.4%
CCOC(=O)c1csc(NC(=O)C2CCCCC2)n1	14.4%
O=C(c1ccc(O)cc1)c1ccc(Cl)cc1	-2.2%
Cc1ccc(S(=O)(=O)c2nc(-c3ccccc3)oc2NCc2cccnc2)cc1	-5.6%
CCOC(=O)C1=C(C)NC(=O)NC1c1cc(Br)c(O)c(OC)c1 (stereo unspecified)	-3.4%
CCN(CC)S(=O)(=O)c1cccc(-c2nnc(SCc3nnc(-c4cccs4)o3)n2N)c1	14.7%
O=S(=O)(c1ccccc1)N(C1=NCCS1)S(=O)(=O)c1ccccc1	-1.5%
O=C(CCCn1c(=O)[nH]c2cc(Cl)ccc2c1=O)NCCCN1CCCC1=O	-2.6%
Cc1cc(C(F)(F)F)c2c(N)c(C(=O)Nc3cc(C)on3)sc2n1	1.4%
O=C(O)CSCC(=O)Nc1cccc2ccccc12	8.8%
Cc1oc(C(=O)O)cc1COc1ccc2c(C)cc(=O)oc2c1	-4.0%
CCOC(=O)N1CCN(C(=O)c2cn(CC(C)C)c(=O)c3c2c2ccccc2n3C)CC1	9.7%
CN(CP(=O)(O)C(O)c1ccccc1)S(C)(=O)=O (stereo unspecified)	8.9%
CC1CN(C(=O)c2cc(S(=O)(=O)N3CCCC3)c(Cl)cc2Cl)CC(C)O1 (stereo unspecified)	-3.6%
O=C(CSc1nc(N2CCCCC2)nc(N2CCCCC2)n1)N1CCN(c2ccccc2)CC1	0.8%
CC(C)c1ccc(C(=O)N2CCN(CCO)CC2)cc1	-1.9%
O=c1c2ccccc2n2nnnc2n1-c1ccccc1	-3.6%
O=C(NCc1ccc(F)cc1)N[C@@H](Cc1ccccc1)C(=O)O	0.3%
COc1cccc2cc(C(=O)C3=C(O)C(=O)N(CCN4CCOCC4)C3c3cccs3)oc12 (stereo unspecified)	16.4%
O=c1cc(-c2ccccc2O)oc2c(O)c(O)ccc12	-6.8%
CCCCc1cc(=O)oc2c(CN(C)C)c(O)ccc12	-1.4%
C/C=C/c1ccc(Oc2nnnn2-c2ccc(C(=O)O)cc2)c(OC)c1	-0.4%
CCOC(=O)CC(SP(=S)(OC)OC)C(=O)OCC (stereo unspecified)	6.31µM*
O=C(CN1CCC(C(=O)c2ccc(Cl)cc2)CC1)Nc1ccc2c(c1)OCCO2	7.2%
O=C(Nc1nn[nH]n1)c1nc(-c2ccccc2)cc(=O)[nH]1	-3.0%[5.75 µM]
C#CCN1CC(C)/C(=N/O)CC1C (stereo unspecified)	-0.7%
COc1cccc(C(=O)NCc2nnc(SCC(=O)Nc3nccs3)n2-c2ccccc2)c1	13.1%
COc1ccc(C2C(C#N)=C(C)NC3=C2C(=O)CC(C)(C)C3)c(OC)c1 (stereo unspecified)	1.4%
CCOC(=O)CCc1c(C)c2ccc(OCc3nn[nH]n3)c(C)c2oc1=O	-5.5%
Cc1oc2c(CN3CCCC3)c(O)ccc2c(=O)c1-c1ccc(Cl)cc1	-2.1%

# Next part
SMILES | AmpC det inh
CCC(Oc1ccccc1)C(=O)N1CCN(c2ccccn2)CC1 (stereo unspecified) | -6.7%
NC(=O)c1c(NC(=O)c2cc3ccccc3o2)sc2c1CCC2 | -2.3%
CCCCn1nnnc1NCc1cccnc1 | -5.8%
O=C1c2ccccc2C(=O)N1CC#CCN1CCN(C2CCCCC2)CC1 | -8.5%
COc1cc(OC)cc(C(=O)N(Cc2nc(-c3cccc(C)c3)no2)C(C)C)c1 | -2.5%
COc1ccccc1C(=O)N1CCCC(c2nc(-c3cc(OC)c(OC)c(OC)c3)no2)C1 (stereo unspecified) | -3.1%
COCC(=O)N1CCC2(CC1)CCN(c1ncccn1)CC2 | -0.8%
CC(=O)O[C@H](CC(=O)O)C[N+](C)(C)C | 1.7%
CCC(C)(C)n1nnnc1C(c1ccc2ncccc2c1)N1CCN2CCCC2C1 (stereo unspecified) | 14.8%
O=C(N1CCCCC1)N1CCN(c2ccc(Cl)cc2)CC1 | -2.2%
COc1ccc2c(c1)Cc1sc(NC(C)=O)nc1-2 | -5.2%
CNc1nc(-c2cccc(NS(C)(=O)=O)c2)nc2ccccc12 | 13.9%
COc1ccc(OC)c(-c2oc3ccccc3c(=O)c2O)c1 | 1.0%
Cc1cc(C)n(-c2cc(=O)n(C)c(=O)n2C)n1 | 0.3%
Cc1nc(C)c(C(=O)C2=C(O)C(=O)N(CCN3CCOCC3)C2c2cccnc2)s1 (stereo unspecified) | -1.9%
COc1cc(CN(C)CCc2ccccn2)cc(OC)c1OC | -3.0%
COc1ccc(CNc2oc(Cc3cccc4ccccc34)nc2C#N)cc1 | -1.5%
CCOc1cccc(CN2CCN(c3cccc(C(F)(F)F)c3)CC2)c1O | -3.8%
COC(=O)[C@H]1[C@@H]2C[C@H]3c4[nH]c5ccccc5c4CCN3C[C@@H]2CC[C@@H]1O | 0.8%
CC(SC1CCCC1)C(=O)Nc1ccnn1C(C)C (stereo unspecified) | -3.6%
Cc1ccc(C)c(-n2nnnc2SCC(=O)c2ccc3c(c2)NC(=O)CO3)c1 | -0.3%
CC1(C)Cc2c(C#N)c(N)sc(=S)c2CO1 | 2.1%
CC(=O)SC[C@@H](Cc1ccccc1)C(=O)NCC(=O)OCc1ccccc1 | -1.1%[12.8 µM]
O=C(Nc1ccc(-c2nc3cccnc3s2)cc1)c1ccco1 | 7.8%
CCSc1nnc(NC(=O)C2Cc3ccccc3CN2C(=O)c2ccco2)s1 (stereo unspecified) | -5.3%
Cc1ccn2cc(CNC(=O)c3ccc(Br)o3)nc2c1 | 8.8%
O=C(Nc1ccccn1)c1ccc(NC(=O)c2ccco2)cc1 | 21.1%
Cc1ccc(Cl)cc1-n1c(=O)cc(N2CC(C)OC(C)C2)[nH]c1=O (stereo unspecified) | -4.6%
CCOc1ccc(Cl)cc1S(=O)(=O)N1CCCC1 | -5.2%
Cc1ccc(/C(COc2ccccc2O)=N\O)cc1 | -0.8%
CCC(Sc1nc(N)cc(=O)[nH]1)C(=O)NC(C(=O)OC)c1ccccc1 (stereo unspecified) | -3.1%
O=C(CCSc1nnc(-c2ccco2)o1)Nc1ccccc1 | 0.5%
COCc1nnc(NC(=O)c2cc(Cl)ccc2OC)s1 | -5.4%
COc1ccc(OC)c(S(=O)(=O)Nc2cc(Cl)cc(Cl)c2)c1 | -4.8%
CC(C)N(C(=O)COC(=O)c1ccc(O)cc1)C(C)C | -2.6%
COc1ccc(CN(C(=O)c2ccco2)C2CC(C)N(C)CC2C)cc1 (stereo unspecified) | -0.6%
C=C(C)CN(CC)c1nc(N)c(C#N)c(CC#N)c1C#N | 1.4%
Cc1cc(C)cc(N(CC(=O)NC2CC3CCC2C3)S(C)(=O)=O)c1 (stereo unspecified) | 7.1%
COC(=O)c1cc(NCc2ccc3c(c2)OCO3)ccc1N1CCOCC1 | 1.5%
Cc1ccc(OCc2nc(C#N)c(N3CCN(Cc4ccccc4)CC3)o2)cc1 | 1.2%
COc1ccccc1O | 13.2%&10.5%&6.3%
Cc1ccccc1-c1cncnc1NCc1cccnc1 | 6.5%
O=C(NC(=O)N1CCN(c2ccccc2F)CC1)c1ccccc1 | 13.6%
Cc1noc(C)c1C(=O)N1CCc2ccccc21 | -4.7%
CCN1CCN(c2cc(C)c3cc(NC(=O)c4ccncc4)ccc3n2)CC1 | 9.4%
O=C(CSc1nnc(CN2CCOCC2)n1-c1ccc(Cl)cc1)N1CCc2ccccc21 | 1.6%
COC(=O)c1cc2occc2n1CC(=O)Nc1cc(OC)cc(OC)c1 | -0.9%
O=C(NC1CCCC1)C(c1cccs1)N(CC1CCCO1)C(=O)Cc1cccs1 (stereo unspecified) | 14.4%
O=C(Nc1ccc(Cl)c(C(F)(F)F)c1)N1CCCC(O)C1 (stereo unspecified) | -1.2%
COc1cc(OC)c(C2SCCN2S(=O)(=O)c2ccc(F)cc2)cc1OC (stereo unspecified) | -3.1%
Cc1nn(-c2ccc(F)cc2)c(C)c1NS(=O)(=O)c1ccc(Cl)cc1 | -4.1%
O=C(c1ccc2c(c1)OCO2)N(c1ccc(Cl)cc1)C1C=CS(=O)(=O)C1 (stereo unspecified) | -3.7%
CCc1ccc(OCC(=O)N(C)C)c(Br)c1 | -2.6%
C=CCn1c(SCCCC)nc(O)cc1=O | 11.2%
CN1CCN(S(=O)(=O)c2ccc(NC(=O)c3csc4ccccc34)cc2)CC1 | -3.5%
NC(=O)c1c(NC(=O)CSc2nnc(-c3ccco3)n2-c2ccccc2)sc2c1CCC2 | -1.1%
CCOc1cc(-c2nc3c(C)cccn3c2NCC2CCCO2)ccc1O (stereo unspecified) | -3.4%
O=C(Cn1cccc1)N1CCN(c2ccc(F)cc2)CC1 | 12.5%
C[N+](C)(C)CCCCCNCC12CC3CC(CC(C3)C1)C2 | 13.9%
Cc1nn(-c2ccccc2)c2c1C1(C(=O)N(C(C)C)c3ccccc31)C(C#N)=C(N)O2 (stereo unspecified) | -3.9%

# Next entries
SMILES | AmpC det inh
Cc1cc(C)c2ccc(N)nc2c1O | -1.7%
CN1C(=S)SC(/[N+]([O-])=C/c2cccnc2)C1(C)C (stereo unspecified) | 13.6%
CNC(=O)C1=NCCCc2cc(OC)c(OC)cc21 | -7.7%
O=C(NCC1CCCO1)c1nn2c(c1Cl)NC(c1ccc(F)cc1)CC2C(F)(F)F (stereo unspecified) | 6.2%
COCCn1c(COC)nc2ccccc21 | -1.0%
C[C@@]12CC[C@H](O)C[C@@H]1CC[C@H]1[C@H]2CC[C@@]2(C)[C@@H](C3=CC(=O)OC3)CC[C@]12O | -1.2%[12.8 µM]
COC(=O)c1ccc(NC(=O)c2cccc(OC)c2)cc1 | 0.2%
COc1ccc(OCC(=O)N2CCN(C(=O)c3ccccc3)CC2)cc1 | 6.5%
CCOC(=O)c1ccccc1NC(=O)CN(c1cccc(OC)c1)S(C)(=O)=O | -0.9%
COC(=O)c1cn[nH]c1N | -6.8%
